SSB-PriA inh: blocks PriA binding to SSB C-terminal tail; AlphaScreen SSBct-PriA binding, biotinylated peptide; inhibition, % at 33 µM; 0.6% of 430,000 active; in the data active means inhibition mostly above about 37%, no sharp cut-off; inactive means mostly below about 20%;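 further: plate controls were negative control peptide for no effect and reference peptide for full effect; strong numbers were not always called active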
3CLpro inhibitor: SARS-CoV 3CLpro protease inhibition; P0C6X7; recombinant SARS-CoV 3CLpro, quenched FRET peptide cleavage; inhibition, % at 6 µM; 0.14% of 290,000 active; in the data active means inhibition above about 12%
MazF activator: activators of E. coli MazEF toxin-antitoxin RNase; P0AE70; activation, % at 20 µM; 0.32% of 350,000 active; AID 504720; FAM/BHQ RNA-DNA oligo cleavage fluorescence, 5 h; in the data active means activation above about 50%
Target sequence (P0AE70 whole entry, looked up): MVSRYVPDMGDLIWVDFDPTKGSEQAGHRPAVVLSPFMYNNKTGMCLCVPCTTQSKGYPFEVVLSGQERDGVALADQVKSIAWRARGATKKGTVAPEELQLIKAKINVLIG
Rv3671c inh: Rv3671c (M. tuberculosis) protease inhibition; AID 2606; 0.048% of 320,000 active; inhibition, % at 5.96 µM; P9WHR9; in the data active means inhibition above about 38%;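 further: extracellular domain of Rv3671c used as enzyme; 0% = enzyme with DMSO and 100% = no enzyme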
BH1578 lux ind: quorum light induction in luxS cqsA deficient V. cholerae | V. cholerae BH1578 lux reporter, luminescence, 6 h | activation, % at 18.7 µM | 0.16% of 350,000 active; in the data active means activation mostly above about 9.7%, no sharp cut-off; further: not every result past the cut was called active; inactives centre near 0; reference of the scale not given here
BioA inh: inhibitors of Mycobacterium tuberculosis BioA enzyme; inhibition, % at 9.99 µM; purified M. tuberculosis BioA enzyme, plate reader; 0.096% of 360,000 active; in the data active means inhibition above about 40%
FBA Mtb inh: Mtb fructose-bisphosphate aldolase inhibition | AID 588726 | P9WQA3 | inhibition, % at 1 µM | purified M. tuberculosis FBA, fluorescence read-out | 2.3% of 360,000 active; in the data active means inhibition above about 27%;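 further: 0% = vehicle and 100% = reference inhibitor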
Target sequence (P9WQA3 whole entry, looked up): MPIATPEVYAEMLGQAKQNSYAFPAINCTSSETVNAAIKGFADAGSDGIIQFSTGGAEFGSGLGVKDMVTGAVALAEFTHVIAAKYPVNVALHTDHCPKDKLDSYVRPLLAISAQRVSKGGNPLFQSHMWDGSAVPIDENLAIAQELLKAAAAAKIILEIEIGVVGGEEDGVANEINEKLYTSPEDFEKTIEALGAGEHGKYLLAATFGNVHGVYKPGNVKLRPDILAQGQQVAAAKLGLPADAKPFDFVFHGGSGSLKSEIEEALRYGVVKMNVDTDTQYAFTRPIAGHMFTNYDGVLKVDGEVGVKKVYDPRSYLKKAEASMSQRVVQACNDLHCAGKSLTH
UGM FP inh: Mtb UDP-galactopyranose mutase inhibition | P9WIQ1 | purified UGM, fluorescence polarization probe displacement | inhibition, % at 10 µM | 0.06% of 320,000 active | AID 504406; in the data active means inhibition above about 10%, passing the limit was not always enough
Target sequence (P9WIQ1 whole entry, looked up): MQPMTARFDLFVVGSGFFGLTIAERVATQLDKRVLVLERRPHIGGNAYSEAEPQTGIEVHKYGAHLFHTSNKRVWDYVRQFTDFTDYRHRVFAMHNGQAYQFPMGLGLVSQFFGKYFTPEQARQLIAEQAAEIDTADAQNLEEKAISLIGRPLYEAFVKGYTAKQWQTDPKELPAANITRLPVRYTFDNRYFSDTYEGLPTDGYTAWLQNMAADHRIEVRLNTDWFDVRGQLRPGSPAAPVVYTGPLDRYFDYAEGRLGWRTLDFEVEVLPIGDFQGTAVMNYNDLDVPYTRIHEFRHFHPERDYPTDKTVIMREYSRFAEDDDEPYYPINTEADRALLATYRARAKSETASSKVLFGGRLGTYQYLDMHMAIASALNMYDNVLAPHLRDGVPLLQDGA
GDH-TPI inh: inhibits GDH-TPI coupling enzymes, artifact for Mtb FBA screen; 1.2% of 360,000 active; inhibition, % at 4.8 µM; AID 588335; GDH-TPI coupled enzyme counterscreen, NADH absorbance; in the data active means inhibition above about 30%;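 further: 0% = DMSO wells and 100% = wells lacking the enzyme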
DUSP3 inh: DUSP3 (human) phosphatase inhibition | inhibition, % at 13.3 µM | 0.52% of 290,000 active | recombinant VHR phosphatase, pNPP absorbance | P51452; in the data active means inhibition above about 50%; further: some compounds called inactive have numbers as strong as hits
Target sequence (P51452 whole entry, looked up): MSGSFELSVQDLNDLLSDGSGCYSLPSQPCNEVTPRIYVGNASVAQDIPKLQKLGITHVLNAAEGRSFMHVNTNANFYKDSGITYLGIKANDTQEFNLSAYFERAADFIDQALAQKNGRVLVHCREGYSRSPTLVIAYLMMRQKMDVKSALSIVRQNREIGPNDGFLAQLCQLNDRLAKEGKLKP
The depositor's hits bear a star; i = inactive; . = not tested or not shown; + = active, no number. A portion of the library. The share of hits here may be higher or lower than overall.

No.	Compound	UGM FP inh	Rv3671c inh	3CLpro inhibitor	BioA inh	GDH-TPI inh	FBA Mtb inh	MazF activator	BH1578 lux ind	SSB-PriA inh	DUSP3 inh
1	COc1cccc(C2c3[nH]c4ccccc4c3CCN2Cc2cccn2-c2ncccn2)c1 (centres undefined)	0.3	-7	3	.	5	1	4	.	25	25
2	O=C(Cc1ccc(Cl)cc1)Nc1ccccn1	2.1	4	-1	.	8	5	0	i	4	4
3	CC(=O)Nc1c(O)nc(SCc2ccc(Cl)cc2)[nH]c1=O	.	-6	4	0.0	7	5	9	-0.3	-10	2
4	CC(OC(=O)c1cccc(-n2cnnn2)c1)C(=O)Nc1ccc(F)c(F)c1F (centres undefined)	.	.	.	-1.9	10	5	5	-1.2	6	.
5	CCCN(C(=O)c1ccccc1N)c1c(C)n(C)n(-c2ccccc2)c1=O	0.5	0	-11	-0.4	4	3	-2	i	2	15
6	CC(C(=O)N=c1sc2ccccc2n1C)N1C(=O)C2CC=CCC2C1=O (centres undefined)	1.9	3	0	0.6	3	0	5	i	-8	20
7	CCCn1c(=N)n(CC(O)COc2cccc(C)c2)c2ccccc21 (centres undefined)	-1.7	-10	0	2.4	-1	2	15	-0.1	-5	13
8	CCOC(=O)C(C)Oc1c(Br)cc(C2NC(=O)NC(C)=C2C(C)=O)cc1OCC (centres undefined)	1.3	0	6	0.3	-2	0	1	-2.5	-3	-12
9	Cc1ccc(-c2noc(CN(C(=O)c3cccc(Br)c3)C(C)C)n2)cc1	1.3	-11	-2	0.7	-4	-3	6	.	-4	27
10	Cc1ccc(/C=N/N=C2/NC(=O)CS2)o1	-0.6	-4	0	.	26	-3	6	-0.2	.	1
11	CCN1CCN(CCNC(=O)CSCc2nc(-c3ccc(OC)c(OC)c3)oc2C)CC1	1.0	2	-2	.	-8	12	4	-0.4	-6	33
12	COc1ccc(CNC(=O)C(C)OC(=O)c2cccn2C)cc1 (centres undefined)	-0.8	12	-1	-2.6	-11	2	-6	i	-7	12
13	CC1CCCC(C)N1CCCNC(=O)Cn1c(=O)c2cccn2c2cccnc21 (centres undefined)	3.7	10	2	0.0	5	6	14	-0.4	-3	44
14	Cc1ccccc1-c1cc(-c2ccccc2O)on1	0.9	-2	1	2.6	9	0	-4	-7.0	-131	16
15	O=C1CCC([N+](=O)[O-])C(c2cc3c(cc2Br)OCO3)N1 (centres undefined)	0.2	1	-2	.	10	-2	9	-0.2	-4	-4
16	COc1ccc(NC(=O)CSc2nc3c(c(=O)n2-c2ccc(C)cc2)SCC3)c(OC)c1	-1.3	5	-3	-0.2	9	-3	4	-0.4	6	2
17	O=c1c2c3c(sc2nc(NCCO)n1Cc1ccco1)CCCCC3	0.0	-1	-2	-2.3	4	-3	-6	-0.4	17	-2
18	O=C(CN1CCC(NC(=O)C2CC2)CC1)Nc1ccccc1[N+](=O)[O-]	-0.5	-16	0	-0.4	7	-1	8	i	-2	3
19	CC(C)N1CCN(Cc2ccc3nsnc3c2)CC1CCO (centres undefined)	-0.7	2	-2	.	13	-1	-5	-0.5	-3	44
20	O=C(NCCN1C(=O)S/C(=C\c2ccc(Cl)cc2)C1=O)c1ccc(F)c(S(=O)(=O)N2CCOCC2)c1	1.3	-10	2	-2.5	4	-1	-6	i	-5	1
21	COc1ccc(N2CC(C(=O)Nc3ccc([N+](=O)[O-])cc3Br)CC2=O)cc1 (centres undefined)	-0.7	10	-2	0.2	1	-1	10	i	-2	36
22	CC(=O)OC(C#CCN1CCOCC1)c1ccccc1 (centres undefined)	2.5	-6	5	0.7	-2	1	-6	0.3	-11	-17
23	NS(=O)(=O)c1ccc(NC(=O)CSc2nnc(-c3cnccn3)n2-c2ccccc2)cc1	0.8	7	6	2.1	-4	3	13	i	-6	11
24	Cc1c(CCOC(=O)c2ccccc2)sc[n+]1CC(=O)c1ccc(Br)cc1	0.1	0	-1	6.3	2	0	14	i	19	8
25	Cc1nsc(Nc2ccccc2)c1C#N	1.1	-1	0	.	-3	7	-1	i	-4	4
26	C=CCn1cc(/C=N/Nc2nc3ccccc3[nH]2)c2ccccc21	0.5	40*	-2	.	18	4	10	-2.1	.	-6
27	CNC(=O)C1(C)CCN1C(=O)Cc1ccc(C(C)C)cc1 (centres undefined)	.	.	.	2.4	-8	-3	.	7.7	.	.
28	Cc1ccc2c(cnn2C(=O)CCCC(=O)NC(C)c2ccccc2)c1 (centres undefined)	3.4	-4	-3	-0.8	-6	1	-7	-0.2	-9	33
29	COc1ccc(NC(=O)c2ccc(OCC3CCCO3)cc2)cc1Cl (centres undefined)	.	.	.	1.1	-4	-1	0	-2.8	-3	.
30	COc1ccc(-n2nc(C(=O)NCc3ccco3)c3c4ccccc4n(C)c3c2=O)cc1	-2.4	-6	-2	.	7	0	16	i	-5	27

Whole records, quoted from the list. Order of values: UGM FP inh	Rv3671c inh	3CLpro inhibitor	BioA inh	GDH-TPI inh	FBA Mtb inh	MazF activator	BH1578 lux ind	SSB-PriA inh	DUSP3 inh
Profile of CNC(=O)C1(C)CCN1C(=O)Cc1ccc(C(C)C)cc1 (centres undefined) → .	.	.	2.4	-8	-3	.	7.7	.	.
Profile of O=c1c2c3c(sc2nc(NCCO)n1Cc1ccco1)CCCCC3 → 0.0	-1	-2	-2.3	4	-3	-6	-0.4	17	-2
Profile of O=C(Cc1ccc(Cl)cc1)Nc1ccccn1 → 2.1	4	-1	.	8	5	0	i	4	4
Profile of CC(=O)Nc1c(O)nc(SCc2ccc(Cl)cc2)[nH]c1=O → .	-6	4	0.0	7	5	9	-0.3	-10	2

(continued)
No.	Compound	UGM FP inh	Rv3671c inh	3CLpro inhibitor	BioA inh	GDH-TPI inh	FBA Mtb inh	MazF activator	BH1578 lux ind	SSB-PriA inh	DUSP3 inh
31	O=C(Nc1nc2ccc(F)cc2s1)C1CCN(S(=O)(=O)c2cc([N+](=O)[O-])ccc2Cl)CC1	0.2	-7	3	.	1	-2	2	i	-9	-7
32	COc1ccc(/C=N/NC(=O)c2cc(-c3ccccc3OC(C)C)nc3ccccc23)cc1CN1CCOCC1	0.8	-14	5	.	15	4	17	-0.9	.	12
33	N#C/C(=C\c1ccc(-c2ccc(Br)cc2)o1)C(=O)NCCc1c[nH]c2ccccc12	4.0	-28	4	.	4	0	-5	i	13	-7
34	Cc1cc(C)n(CC(=O)Nc2ccccc2)n1	-0.8	-6	5	-5.0	-5	1	7	i	-24	13
35	O=C(Cc1ccccc1)N/N=C/c1cc2c(cc1Cl)OCO2	1.2	1	4	.	23	2	3	-0.2	.	5
36	CS(=O)(=O)c1ccc(Cl)c(NC(=O)COC(=O)c2cccc(S(=O)(=O)N3CCCCC3)c2)c1	0.1	-5	-3	-0.2	6	5	5	i	2	25
37	CCOc1ccc(C(=O)OCC(=O)N2CC(C)OC(C)C2)cc1OCC (centres undefined)	-1.5	0	3	-1.7	16	2	9	-4.0	-5	17
38	CC(C)(C)c1ccc(NC(=O)C2=CC=CN3CCS(=O)(=O)N=C23)cc1	2.6	2	.	-0.8	6	0	3	i	-11	.
39	CN1CCc2c(sc3c2c(=O)n(-c2ccccc2)c2n[nH]c(=S)n32)C1	-3.4	-3	-4	.	8	0	1	-0.3	0	20
40	CC(/C=C/c1ccco1)=N\NC(=O)CNc1cccc(C)c1	-4.8	5	2	.	2	-2	8	-0.5	.	12
41	COc1ccccc1N1CCN(C2CC(=O)N(c3cccc(Cl)c3)C2=O)CC1 (centres undefined)	1.0	-4	-6	0.1	4	1	5	-0.6	-9	0
42	Cc1ccccc1-c1nc(NCCN(C)C)nc2ccsc12	.	.	.	-0.3	3	3	.	-0.6	.	.
43	O=C1CCc2cc(S(=O)(=O)NCCc3ccccc3)cc3c2N1CC3	1.1	2	.	0.7	-11	0	-2	-3.7	5	.
44	CCOC(=O)N1CCN(C(=S)NC2CCCCC2)CC1	-0.6	-4	3	.	1	1	0	-0.1	3	-2
45	CCCNC(=O)C1(C)CCN1C(=O)C/C=C/c1ccccc1 (centres undefined)	.	.	.	-1.1	8	3	.	-0.9	.	.
46	Cc1cccc(N2C(=O)CC(NNc3nc4ccccc4s3)C2=O)c1 (centres undefined)	0.2	-9	6	.	5	8	-5	-0.2	0	2
47	O=C(OCCN1C(=O)c2ccccc2C1=O)c1cc(S(=O)(=O)N2CCOCC2)ccc1F	-1.5	-10	4	-1.0	-3	0	-2	i	-5	11
48	COc1cccc(-c2noc(CCCC(=O)Nc3ccc(C(N)=O)cc3)n2)c1	0.1	0	-5	1.4	-4	7	-1	4.5	0	-3
49	N#C/C(=C/c1cn(CC(=O)O)c2ccccc12)C(=O)Nc1ccccc1	2.2	-2	-2	.	0	0	9	i	-17	11
50	OCCOCCOc1ccc(-c2nn[nH]n2)cc1	-3.3	-2	1	-1.6	-2	-1	6	-0.3	-8	27
51	CCC(OC(=O)c1cc2sccc2n1C)C(=O)NCc1ccco1 (centres undefined)	0.4	-9	-1	-0.2	0	-2	-5	-3.6	-5	2
52	COc1cc(/C=C2/C(=O)NN(c3ccccc3)C2=O)cc(Br)c1O	-0.7	-1	6	3.6	2	-13	-4	-0.6	-4	-15
53	O=C(O)C(C1CCCCC1)C1(O)CCCC1 (centres undefined)	.	.	.	-1.0	9	2	0	0.8	-15	.
54	CCCCC(=O)Nc1nnn(CCC)n1	2.3	-11	2	-3.2	9	0	10	i	-3	15
55	CN(Cc1cccc2cnccc12)C(=O)CCc1nnc(CCc2ccccc2)o1	-1.4	8	6	.	0	0	0	3.3	0	13
56	CC(C)c1nc2cc(C(=O)N(C)C3CCOCC3)ccc2o1	2.1	-9	2	-0.1	1	2	-1	-2.9	0	1
57	COc1ccc([C@H]2N[C@]3(CCCN(Cc4ccco4)C3=O)[C@H]3C(=O)N(Cc4ccccc4)C(=O)[C@@H]23)cc1	.	.	.	0.1	6	1	6	-1.1	.	.
58	CCOC(=O)c1c(/N=C/c2cccc([N+](=O)[O-])c2O)sc(C)c1C	-1.1	15	-2	-1.2	1	-5	-7	-0.4	.	-4
59	Cc1ccc2c(c1)C(=O)CC(c1ccc3c(c1)OCCO3)O2 (centres undefined)	5.9	-9	-5	0.7	6	0	-7	-0.5	-7	5
60	CC(C)(C)n1nnnc1CN1CCN2CCCC2C1 (centres undefined)	0.2	-8	-1	-0.6	-2	-2	7	i	-1	-12
61	O=C(Cc1ccsc1)NNC(=O)c1cccc(Cl)c1	-0.6	-8	3	0.4	5	3	10	3.6	-4	12
62	CN(C)C(=O)COc1ccc2cc(-c3ccccc3)c(=O)oc2c1	-1.0	-1	-7	-1.0	53*	+	4	-0.3	-18	19
63	CN(C)CCn1c(COc2ccccc2)nc2ccccc21	-3.3	-4	.	.	-6	1	0	-0.5	8	.
64	CCCCOc1ccc(CN2CCCCC2)cc1	1.0	-4	0	.	18	-1	3	i	-6	-16
65	Cn1nc(-c2ccccc2)cc1NC(=O)c1cccs1	-2.4	0	0	.	-3	2	5	-1.3	-8	1
66	O=C(CSc1nccn1-c1ccccc1)N1CCc2ccccc21	1.0	1	6	-2.6	11	2	3	-0.5	7	7
67	CCCCN1C(=O)C(=O)N(CC(=O)c2cc(C)n(C3CC3)c2C)C1=O	-1.8	6	.	0.1	1	0	4	6.2	-6	.
68	COc1ccc(OCC(=O)Nc2ccc(C)cc2)cc1	2.4	-2	-1	-1.8	2	-1	-2	-0.3	-22	40
69	CCOc1ccc(NC(=O)N2CCCC2C(=O)NCC2CCCO2)cc1 (centres undefined)	-0.4	11	2	.	7	3	-8	-0.2	-9	18
70	O=C1C2=C(CCCC2)C(=O)N1CNc1ccccc1	2.2	-5	2	.	3	1	2	i	-1	31
71	O=c1[nH]c(-c2ccccc2)nc(-c2ccccc2)c1Cl	-2.6	0	.	.	18	1	-6	-0.4	-1	.
72	CCOC(=O)n1c(=O)n(Cc2ccc(F)cc2)c2ccccc21	-0.4	-2	-4	.	3	-1	2	i	-10	26
73	Cc1cc(N2CCN(S(=O)(=O)c3ccc(Br)cc3)CC2)n2ncnc2n1	3.2	3	3	.	1	1	9	-1.1	0	26

Screening data (PubChem)
